# 14-3-3 PPI: modulators of human 14-3-3 gamma - Raf peptide interaction; hit rate 0.19% among 160,000; FP, 14-3-3gamma / TMR-pS259-Raf peptide binding; inhibition, % at 40 µM; AID 422; in the data active = inhibition above about 30%;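 note: 0% = protein plus tracer without compound and 100% = blank with tracer alone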
# Target sequence (P61981 whole entry, looked up): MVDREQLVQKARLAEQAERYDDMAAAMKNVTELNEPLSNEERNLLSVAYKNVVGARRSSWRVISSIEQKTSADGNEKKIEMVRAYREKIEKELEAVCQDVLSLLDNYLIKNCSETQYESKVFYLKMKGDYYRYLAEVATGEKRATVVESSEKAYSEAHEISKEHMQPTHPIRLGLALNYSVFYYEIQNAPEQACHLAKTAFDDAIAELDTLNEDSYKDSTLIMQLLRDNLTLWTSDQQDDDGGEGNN
# * = called active by the depositor; & = joins results of further samples. Only part of the results is shown; the hit share may differ from the screen's.
SMILES,14-3-3 PPI
CCN(CC)CCNC(=O)Cn1nc(Cc2ccccc2)c2ccccc2c1=O,-6.2
COc1ccc(-c2oc(N=Cc3cccc([N+](=O)[O-])c3)c(C#N)c2-c2ccc(OC)cc2)cc1,-10.7
CN(Cc1ccccc1)C(=O)CCNS(=O)(=O)c1ccc2c(c1)oc(=O)n2C,-14.2
O=C(NCCCCNC(=O)c1ccco1)c1ccco1,-3.1
Nc1ccc(S(=O)(=O)NC(Cc2ccccc2)C(=O)O)cc1 (stereo not drawn),-12.6
O=C(CCS(=O)(=O)c1cccc2nonc12)N1CCCc2ccccc21,-3.0
CCn1cc(C(=O)NCc2cccnc2)c2cc(OC)c(OC)cc2c1=O,1.2
COc1cc(-c2nc(-c3ccc(Cl)cc3)no2)cc(OC)c1OC,-1.0
O=C(O)CC(Cc1ccccc1)c1ccc2c(c1)OCO2 (stereo not drawn),-1.4
COc1ccc(NC(=O)CSc2nc3ccsc3c(=O)n2Cc2ccccn2)c(OC)c1,0.4
CCOc1ccc(C2=Nn3c(nnc3-c3ccc4c(c3)OCO4)SC2)cc1Cl,-7.2
CC1CC(C)CN(C(=O)c2ccc3c(c2)ncn3C2CCCC2)C1 (stereo not drawn),-9.6
NC(=O)c1c(NC(=O)C2CCCO2)sc2c1CCC2 (stereo not drawn),-11.4
CCC(=O)NC(Nc1sc2c(c1C#N)CCC(C)C2)(C(=O)OC)C(F)(F)F (stereo not drawn),-1.6
COc1ccc(C)cc1N1C(=O)c2ccccc2C1C(=O)NC1CCCCC1 (stereo not drawn),-9.7
CCCOc1ccc(/C(O)=C2/C(=O)C(=O)N(CCCOC)C2c2cccnc2)cc1 (stereo not drawn),-2.8
CC(=O)c1cc(-c2ccccc2)[nH]c1N1CCOCC1,-1.6&20.4
O=C(CSc1nccn1-c1ccc([N+](=O)[O-])cc1)Nc1ccccc1F,-3.0
CCN(CC)c1ncnc2c1cnn2C,-5.2
CC(C(=O)NCCCN1CCOCC1)n1cccc1C(=O)c1ccccc1 (stereo not drawn),3.6

# Sorted by length of the SMILES (ascending): 4 of the compounds above.
SMILES,14-3-3 PPI
CCN(CC)c1ncnc2c1cnn2C,-5.2
CC(=O)c1cc(-c2ccccc2)[nH]c1N1CCOCC1,-1.6&20.4
O=C(CCS(=O)(=O)c1cccc2nonc12)N1CCCc2ccccc21,-3.0
COc1ccc(C)cc1N1C(=O)c2ccccc2C1C(=O)NC1CCCCC1 (stereo not drawn),-9.7

# Next part
SMILES,14-3-3 PPI
O=[N+]([O-])c1cc(Cl)cc(C=Nc2ccc3oc(-c4cccc(I)c4)nc3c2)c1O,-6.9
COc1ccccc1N1C(=O)C2C(c3ccccc3C)OC3(C(=O)c4ccccc4C3=O)C2C1=O (stereo not drawn),-0.6
NC(=O)c1ccccc1NC(=O)c1ccccc1I,-11.0
CCCNC(=O)Cn1cnc2sc(C(=O)Nc3nc4ccc(OC)cc4s3)c(C)c2c1=O,-4.6
COc1ccc(-c2nnc(NC(=O)c3ccc(S(=O)(=O)N4CCCC4)cc3)o2)c(OC)c1,-15.5
COc1ccc(CC(=O)Nc2ccc3oc(-c4ccccc4C)nc3c2)cc1OC,0.1
COc1ccc(CNC(=O)Cc2c(C(=O)O)[nH]c3ccccc23)c(OC)c1,-4.9
COc1ccc2c(c1)sc(=NC(=O)c1ccc(S(=O)(=O)N3CCCCC3C)cc1)n2C (stereo not drawn),-0.9
CCN(C#N)c1nc(N(C)C)nc(N(C)C)n1,1.6
O=C(Nc1c2c(nn1-c1ccccc1)CSC2)c1ccccc1,-3.9
O=C1C2C3C=CC(C4CC34)C2C(=O)N1c1cc(C(F)(F)F)ccc1Cl (stereo not drawn),-6.9
CCC(=O)c1cc(F)c(N2CCN(C(=O)Cc3ccccc3)CC2)cc1C,-1.9
CCOc1ccc(C(=O)Nc2nccs2)cc1[N+](=O)[O-],-5.3
CCS(=O)(=O)N1CCCC(C(=O)NCCCN(C)Cc2ccccc2)C1 (stereo not drawn),2.5
Cc1cccc(N2CCN(C(=O)c3ccc(NS(=O)(=O)c4c(C)noc4C)cc3)CC2)c1C,-2.3
O=C1c2ccc([N+](=O)[O-])c3c([N+](=O)[O-])ccc(c23)C(=O)N1c1ccc(O)cc1,43.5*
CCOC(=O)c1cc2c(=O)n3ccccc3nc2n(CC(C)C)c1=NC(=O)c1ccc(Br)cc1,-10.3
N#Cc1ccc(NC(=O)c2nn3c(C(F)(F)F)cc(-c4ccccc4)nc3c2Br)cc1,1.4
COC(=O)c1ccc(Nc2ncnc3c2cnn3-c2ccc(OC)cc2)cc1,-2.4
CCC(=O)Nc1ccc(S(=O)(=O)N2CCN(Cc3ccccc3)CC2)cc1,-8.6
CCc1ccc2oc(-c3cccc(NC(=O)c4ncn[nH]4)c3)nc2c1,-29.5
Nc1cc(OC(=O)c2ccccc2Cl)nn1S(=O)(=O)c1ccc(Cl)cc1,5.5
CC1CCCC(NC(=O)C(Cc2ccccc2)NS(=O)(=O)c2ccc(Cl)cc2)C1C (stereo not drawn),2.6
Cc1ccc2nc(-c3ccc(-n4ccnc4)cc3)cc(C(=O)O)c2c1,-16.3
COc1cc(-c2nc3ccccn3c2N=Cc2cc3c(cc2[N+](=O)[O-])OCO3)ccc1O,-6.0
COc1ccccc1C(=O)Nc1ccc(C(O)(C(F)(F)F)C(F)(F)F)cc1,-2.6
CCCc1ccc(Oc2c(-c3ccc(OCC)cc3O)n[nH]c2C)cc1,7.2
CN(CC(=O)Nc1ccc(Cl)cc1)CC(=O)Nc1cc(Cl)ccc1C#N,-2.5
CC(=O)Nn1c(-c2ccccc2)cc2ccccc21,-11.8
CCOC(=O)C1=C(C)NC(C)=C(C(=O)OCC)C1c1cn(-c2ccccc2)nc1-c1ccco1,-4.2
CC(=O)Nc1c(O)nc(SCC(=O)Nc2ccc(C(C)=O)cc2)[nH]c1=O,-4.9
CCOC(=O)c1c(N)sc(C(=O)Nc2cc(C)ccc2C)c1C,-0.3
CCC(C)(C(=O)NC1CCCC1)N(CC1CCCO1)C(=O)c1ccc2c(c1)OCO2 (stereo not drawn),-1.2
CS(=O)(=O)N(CCc1ccccc1)CC(=O)N1CCN(Cc2ccccc2)CC1,-0.2
Cn1cc(/C=N/n2cnc3scc(-c4ccccc4)c3c2=O)c2ccccc21,5.2
CCn1c(C(O)c2ccc(N(C)C)cc2)nc2ccccc21 (stereo not drawn),0.3
COc1cccc(N2CN(CCc3ccccc3)CNC2=S)c1,4.0
CN(c1ccccc1)c1nc(-n2ccnc2)nc(-n2ccnc2)n1,-3.8
O=C(CN1C(=O)c2ccccc2C1=O)Nc1ccccc1C(=O)O,-2.6
COc1ccc(-n2c(Cn3c(=O)sc4ccccc43)nnc2SC)cc1,6.0

# Retrieved by compound from the list above, 5 records:
SMILES,14-3-3 PPI
CCc1ccc2oc(-c3cccc(NC(=O)c4ncn[nH]4)c3)nc2c1,-29.5
COc1ccc(-n2c(Cn3c(=O)sc4ccccc43)nnc2SC)cc1,6.0
CCOC(=O)C1=C(C)NC(C)=C(C(=O)OCC)C1c1cn(-c2ccccc2)nc1-c1ccco1,-4.2
CS(=O)(=O)N(CCc1ccccc1)CC(=O)N1CCN(Cc2ccccc2)CC1,-0.2
COc1ccccc1C(=O)Nc1ccc(C(O)(C(F)(F)F)C(F)(F)F)cc1,-2.6

# Quoted from the listing:
# 14-3-3 PPI result of Cn1cc(/C=N/n2cnc3scc(-c4ccccc4)c3c2=O)c2ccccc21 stands at 5.2
# 14-3-3 PPI result of O=C(CN1C(=O)c2ccccc2C1=O)Nc1ccccc1C(=O)O stands at -2.6
# 14-3-3 PPI result of COc1cc(-c2nc3ccccn3c2N=Cc2cc3c(cc2[N+](=O)[O-])OCO3)ccc1O stands at -6.0
# 14-3-3 PPI result of CCOC(=O)C1=C(C)NC(C)=C(C(=O)OCC)C1c1cn(-c2ccccc2)nc1-c1ccco1 stands at -4.2

# Next compounds.
SMILES,14-3-3 PPI
O=C(CN1CCCN(S(=O)(=O)c2ccc(Br)cc2)CC1)Nc1ccc2cn[nH]c2c1,-1.2&-3.3
C=CCNC(=O)c1ccc2c(=O)n(CCCN3CCCC3=O)c(=S)[nH]c2c1,-2.5
O=C(O)c1cccc(N2C(=O)c3cccc4c([N+](=O)[O-])ccc(c34)C2=O)c1,-13.1
COc1cc(C2C(C(=O)OC(C)C)=C(C)Nc3ncnn32)cc(OC)c1OC (stereo not drawn),0.6
CCOC(=O)c1ccc(NC(=O)CSc2nc3ccccc3c(=O)n2-c2ccc3c(c2)OCO3)cc1,-9.9
Cn1c(=O)[nH]c(=O)c2c1nc(Br)n2CC(O)c1ccccc1 (stereo not drawn),-12.7
COc1ccc(-n2nc3c(c2NC(=O)c2cccc(C(F)(F)F)c2)CSC3)cc1,-11.1
CCn1c(SCC(N)=O)nnc1-c1c[nH]c2ccccc12,4.6
CCC(=O)N1CCc2cc(Br)cc(S(=O)(=O)N3CCCC(C(=O)Nc4cccc(C)c4C)C3)c21 (stereo not drawn),-5.0
O=C(CN1C(=O)c2ccc([N+](=O)[O-])cc2C1=O)Nc1ccc(Br)cc1C(=O)O,-1.8
C=CCOc1ccc(C2/C(=C(\O)c3c(C)[nH]c(C(=O)OC)c3C)C(=O)C(=O)N2CCN(C)C)cc1 (stereo not drawn),-0.9
CN1C(=O)c2ccc(N(C)C)cc2C1=O,-0.2
CCN(CC)C(=O)CN1CCC(n2c(C)nc3cc(C(F)(F)F)ccc32)CC1,0.4
C=CCn1c(SCc2csc(C)n2)nc2scc(-c3ccc(C)o3)c2c1=O,-10.1
Cc1cc2ccccc2n2c(SCC(=O)N3CCOCC3)nnc12,4.0
COC(=O)c1cc(OC)c(OC)cc1NC(=O)CCc1ccc(C)o1,-3.1
Cc1cccc(-n2c(SCCC(=O)O)nnc2-c2cccs2)c1C,13.4
O=C(CCn1c(=O)[nH]c2ccccc2c1=O)N1CCCC1,-2.4
COC(=O)c1cc2cc(OC)ccc2oc1=O,6.0
N#Cc1c(N=Cc2ccc(-c3ccc([N+](=O)[O-])cc3)o2)sc2c1CCC2,-88.2
COc1ccc(C2CC(C(F)(F)F)n3nc(C(=O)Nc4ccc(C#N)cc4)cc3N2)cc1 (stereo not drawn),-1.7
COCCOC(=O)c1c(C)oc2ccc(NS(=O)(=O)c3c(C)cc(C)cc3C)cc12,-26.2
CC(=O)Nc1ccc(-c2nnc(-c3ccccc3)c(-c3ccccc3)n2)cc1,5.8
c1csc(CCNc2ncnc3sc4c(c23)CCC4)c1,-5.7
Cc1c(C(c2cc(I)ccc2O)c2c(C)n(C)n(-c3ccccc3)c2=O)c(=O)n(-c2ccccc2)n1C,3.0
Nc1nc2c(ncn2COC(CO)CO)c(=O)[nH]1,-4.3
C=CCOc1ccc(C2Oc3nc(SC)nnc3-c3ccccc3N2C(C)=O)cc1 (stereo not drawn),4.8
CC(=O)NS(=O)(=O)c1ccc(N)cc1,-3.5
Cc1cc(Br)ccc1NC(=O)C1CCN(S(=O)(=O)c2c(C)n[nH]c2C)CC1,-3.7
O=C1CCCC2=C1C(c1ccccc1Cl)Nc1ccc(C(=O)c3ccccc3)cc1N2 (stereo not drawn),-2.6
CCC(C)NC(=O)C1CCCN(S(=O)(=O)c2ccc(C)cc2)C1 (stereo not drawn),-0.8
Cc1cc(C)nc(SCC(=O)c2ccc(F)cc2)n1,-3.9
CCc1ccc(C2=CC(c3ccccc3C)n3ncnc3N2)cc1 (stereo not drawn),0.1
CC1CN(C(=O)COC(=O)c2cccs2)CC(C)O1 (stereo not drawn),-5.8
CN1CCCCCC1=NC1=C(C#N)CCCC1,2.3
COc1ccc(N2C(=O)C3C4C=CC(C4)C3C2=O)cc1OC (stereo not drawn),-10.0
Cc1ccc(C(=O)N2CCN(c3c(Cl)cccc3[N+](=O)[O-])CC2)cc1,1.8
Cn1c(Br)nc2c1c(=O)n(CC(O)COc1ccccc1)c(=O)n2C (stereo not drawn),-0.2
CC1CCN(CCCNC(=O)C2(S(=O)(=O)c3ccc(Cl)cc3)CC2)CC1,-2.3
COC(=O)c1ccc(NC(=O)CSc2nnc(Cc3cccn3C)n2-c2ccc(F)cc2)cc1,-0.6
O=C(c1nnc(Cc2ccc(Cl)cc2)o1)N1CCOCC1,4.2
COc1ccc(NC(=O)CSc2nc3sc(C)c(C)c3c(=O)n2Cc2ccco2)cc1,-3.2
Cc1ccc2c(c1)CCCN2C(=O)c1cccs1,-0.2
COc1cc(OC)c(OC)cc1CNCCNC(=O)c1nonc1N,-2.5
Cc1nc2ccccn2c1-c1csc(NCc2ccco2)n1,8.3&0.7
CC(O)CNC(=O)C1CCN(Cc2ccc(OCc3ccccc3)cc2)CC1 (stereo not drawn),-6.9
CCOc1ccc(-n2c(C)c(C(=O)O)c3cc(OC)ccc32)cc1,-3.1
COc1ccc(-c2cnc(N)nc2-c2ccc(OC)cc2O)cc1,-0.4
Fc1ccc(-c2cc(C(F)(F)F)nc(NCc3ccco3)n2)cc1,-0.8
CCCCCCn1c(CN2CCC(C)CC2)nc2c1c(=O)n(C)c(=O)n2C,-4.3
O=C(/C=N/O)NCc1cccnc1,-2.1
Cc1ccc2cc(CN(CCCN3CCOCC3)C(=O)NC3CCCCC3)c(=O)[nH]c2c1C,-2.7
O=S(=O)(N1CCOCC1)n1cnc2ccccc21,-3.7
COC(=O)CNC(=O)Cn1ncc2c(=O)oc3ccccc3c21,-2.4
COC(=O)c1cc(-c2ccccc2Cl)no1,-9.2
O=C1C2C(C(=O)N1c1ccc3ccccc3c1)C1C=CC2C12CC2 (stereo not drawn),-7.6
COc1cccc(NC(=O)C2CCN(S(=O)(=O)c3cccc4cccnc34)CC2)c1,-15.3
Cn1c(C(=O)Nc2ccc3c(c2)OCO3)cc2sccc21,-9.5
CN(C)C(=O)COc1ccc2ccc(=O)oc2c1,-0.1
COc1ccc(OC)c(C2NC(=O)NC(C)=C2C(=O)Nc2cc(C)cc(C)c2)c1 (stereo not drawn),-1.9

# 14-3-3 PPI, entries above that show a hit.
SMILES,14-3-3 PPI
O=C1c2ccc([N+](=O)[O-])c3c([N+](=O)[O-])ccc(c23)C(=O)N1c1ccc(O)cc1,43.5*

# Going on with the list:
SMILES,14-3-3 PPI
Cc1nn(-c2ccccc2)c2sc(C(=O)Nc3cccc4ccccc34)cc12,-6.1
COc1cccc(N2C(=O)c3ccc(C(=O)Nc4cccnc4)cc3C2=O)c1,-4.9
COc1cccc(C2=CC(c3ccc(N(C)C)cc3)n3nnnc3N2)c1 (stereo not drawn),6.0
Cn1c(=O)c2ncn(CC(=O)Nc3cc(C(F)(F)F)ccc3N3CCOCC3)c2n(C)c1=O,-2.2
